GAA glycogen mod: alters human alpha-glucosidase cleavage of glycogen | P10253 | recombinant GAA, glycogen substrate, Amplex Red glucose oxidase fluorescence | Potency, µM (doses to about 76.4 µM), for inactives: top-dose activity change, negative = inhibition, usual class: inhibitors | actives 0.38% (n = 300,000) | AID 2100;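 further: 0% = full enzyme reaction and -100% = no-enzyme basal signal; the screen sought inhibitors and activators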
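Natural-substrate format: glycogen cleavage by 4 nM human enzyme, glucose read by Amplex Red coupling (Ex 573, Em 610 nm). Normalized to enzyme and no-enzyme controls.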
RGS12 GoLoco inh: RGS12 GoLoco-Gai1 interaction inhibition. Potency, µM (series often up to 61.6 µM), inactives show at the highest dose activity, negative = inhibition, actives largely listed as inhibitors. AID 880. Gai1:RGS12 GoLoco peptide FP, rhodamine, 10 min. actives 0.44% (n = 230,000); active means well fitted inhibition curve with a large enough effect, not every such curve was filed as active; inactive means no such curve, though single readings can be large or run the other way; further: on the % scale 0 is the no-effect control and ±100 the full control effect; nearly all actives have a fitted effect of over 30% in size; many of its hits are not listed in these tables
Target sequence (P63096 whole entry, looked up): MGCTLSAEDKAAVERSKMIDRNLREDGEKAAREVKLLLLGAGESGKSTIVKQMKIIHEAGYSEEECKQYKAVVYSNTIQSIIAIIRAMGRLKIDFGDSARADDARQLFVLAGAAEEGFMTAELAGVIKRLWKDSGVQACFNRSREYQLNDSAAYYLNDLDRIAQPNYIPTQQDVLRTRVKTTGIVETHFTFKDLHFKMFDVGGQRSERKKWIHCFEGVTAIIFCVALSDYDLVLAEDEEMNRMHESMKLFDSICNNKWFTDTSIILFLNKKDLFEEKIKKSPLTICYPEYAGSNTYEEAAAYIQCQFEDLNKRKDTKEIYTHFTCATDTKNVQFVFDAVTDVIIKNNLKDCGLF
IMPase Li inh: IMPase inhibition in cells with lithium potentiation; AID 1457; CHO-M1 cells, IP1 TR-FRET (IP-One), carbachol + lithium; actives 0.35% (n = 210,000); Potency, µM (series often up to 59.4 µM), for the others: top-dose activity, negative = IMPase inhibition, hits mostly inhibitors;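 further: IP1 builds up when IMPase is blocked and the TR-FRET signal falls; plate controls were basal vehicle for no effect and high inhibitor control for full effect; nearly all actives have a fitted effect of over 50% in size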
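Concentration–response in CHO-M1 cells, lithium-potentiated; 30 min at 37C. IP1 detected by competitive TR-FRET after 10 min lysis at RT. Hill-fitted AC50.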
GAA spleen mod: inhibitors or activators of human alpha-glucosidase in spleen homogenate. P10253. human spleen homogenate, 4-MU-alpha-glucoside fluorescence. Potency, µM (highest dose often 79.9 µM), for the others: top-dose activity change, negative = inhibition, usual class: inhibitors. actives 0.006% (n = 240,000). AID 2112;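 further: 0% = enzyme with vehicle and -100% = no enzyme basal signal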
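Compounds were titrated against alpha-glucosidase in spleen homogenate at pH 5.0, with 1 mM 4-methylumbelliferyl substrate for 40 min at 37 C. Reactions were quenched with pH 10 NaOH/glycine and fluorescence measured.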
HTT aggregate: inhibitors of mutant huntingtin aggregate formation in PC12 cells; PC12 HttQ103-GFP aggregates, Acumen cytometry, 40 h; Potency, µM (series often up to 46.1 µM), for the others: at the top dose activity change, negative = inhibition, hits mostly inhibitors; actives 1.1% (n = 220,000); further: on the % scale 0 is the no-effect control and ±100 the full control effect; nearly all actives have a fitted effect of over 60% in size
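Aggregates are detected as GFP objects 1–25 µm with signal 6 STDEV over background in lysates of induced PC12 cells. These carry Huntingtin exon 1 with 103 glutamines fused to GFP under an ecdysone promoter; compounds titrated.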
GAA inhib: alpha-glucosidase (human) inhibition; P10253; purified human GAA, 4-MU-alpha-glucoside fluorescence; Potency, µM (doses to about 76.9 µM), for the others: at the highest dose activity change, negative = inhibition, actives largely listed as inhibitors; actives 0.005% (n = 200,000);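 further: plate controls were uninhibited enzyme wells for no effect and no-enzyme background for full effect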
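Human enzyme at 4 nM with 400 uM 4-methylumbelliferyl-alpha-D-pyranoside, citrate/phosphate buffer pH 5.0, 0.005% Tween-20, 20 min at room temperature. Compounds up to 77 uM. 4-MU fluorescence (Ex 365/Em 440) read after NaOH/glycine stop; AC50 from Hill fit.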
HTT ATP protect: Huntington cell model cytoprotection by ATP luminescence. PC12 HTT-Q103 induced, cytoprotection, ATP luminescence, 40 h. Potency, µM (titrated, usually from 56.4 µM), for the others: cytoprotection (ATP increase), actives largely listed as activators. actives 0.14% (n = 230,000). AID 1471;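 further: % of control where 0% means no effect; nearly all actives have a fitted effect of over 45% in size; toxic huntingtin expression switched on by the ecdysone agonist tebufenozide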
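Cells were plated at 1500 per well in phenol red-free DMEM with 5% equine and 5% calf serum. Tebufenozide (100 nM final) and compounds were added, then ATPlite reagent, and luminescence was read.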
* marks the source's active call; other numbers are inactive results; ? = inconclusive; nt = no result given; & = joins results of further samples; ! = not confirmed by another sample; [ ] = another dose, or the depositor's remark. Unless noted, the call rests on the fitted dose curve; in most records, active means well fitted curve in the direction sought with a large enough effect; inconclusive means small, poorly fitted or top-dose-only effect, or another doubt; inactive means no such curve, though single readings can be large; an effect the other way counts as inactive or inconclusive. Potency means the concentration at half of the fitted maximal effect.

SMILES | GAA glycogen mod | RGS12 GoLoco inh | IMPase Li inh | GAA spleen mod | HTT aggregate | GAA inhib | HTT ATP protect
C=CCSc1nc2c(c(=O)n(C)c(=O)n2C)n1CC | 1% | -1% | 22%[38.3 µM] | -5% | ? | -1% | -8%
COC(=O)c1sc(-c2ccc(Cl)cc2)cc1N | 4% | -6% | nt | 1% | 5%[9.22 µM] | -2% | 2%[10 µM]
Cc1ccc(NC(=O)CSc2nccc(=O)[nH]2)c(S(=O)(=O)N2CCOCC2)c1 | -15% | 8% | -15%[38.3 µM] | -5% | 15% | 4% | 1%[10 µM]
Cn1c(NC(=O)c2cccc(Cn3cc(Cl)cn3)c2)nc2ccccc21 | -2% | -14% | 7%[38.3 µM] | 0% | -29% | 0% | -54%[0.074 µM]
O=C(CSc1nnc(-c2cccs2)n1-c1ccccc1)Nc1ccccc1 | -2% | -1% | ? | 4% | ? | -7% | -15%
O=C(NNC(=O)c1ccccc1Cl)c1ccco1 | -3% | 9% | nt | -2% | 6%[9.22 µM] | nt | -17%[10 µM]
CCCCNC(=O)C1CCCN1S(=O)(=O)c1cccc2nsnc12 (stereo not drawn) | 1% | -15% | nt | 3% | 12%[9.22 µM] | nt | 16%[10 µM]
CCN1CCN(c2c(C(=O)c3ccc(OC)cc3)cnc3ccccc23)CC1 | 4% | -1% | -3% | -1% | 28% | -3% | 17%
CCN(CC)S(=O)(=O)c1cccc(C(=O)N[C@H](C(=O)O)C(C)C)c1 | 7% | 0% | -11%[38.3 µM] | -2% | 20% | -5% | -12%
O=C(N1CCN(c2ccccc2)CC1)C(F)(F)C(F)F | 1% | -5% | -4%[38.3 µM] | -12% | 0%[9.22 µM] | -1% | -21%
Cc1cnnc2c1-c1nonc1CC2 | 12% | 0% | 6% | 8% | -21% | -4% | 12%[10 µM]
Cc1nn(C)c(N)c1-c1ccccc1 | -15% | 4% | 3% | 3% | -27% | 2% | -26%
Cc1ccc(NC(=O)COC(=O)/C(=C/c2cccs2)c2cccs2)cc1S(=O)(=O)N(C)C | 0% | 12% | 6% | -5% | 2% | -2% | 10%[10 µM]
COc1ccccc1N1CCN(C(=O)CSc2nnc3c4ccccc4n(CC(=O)O)c3n2)CC1 | -4% | 3% | 0% | -3% | -2% | -1% | -12%[10 µM]
COC(=O)CC1C(=O)NCCN1C(=O)CSc1nnc(Nc2ccc(C)cc2)s1 (stereo not drawn) | 1% | 4% | 8%[38.3 µM] | 4% | 5%[9.22 µM] | 5% | -10%
O=C(Oc1ccc2[nH]cc(CCN3C(=O)c4ccccc4C3=O)c2c1)c1ccco1 | -12% | 3% | 3%[38.3 µM] | -6% | 6% | -7% | -21%
CC(C)CC(=O)Nc1ccc2nn(-c3ccccc3)nc2c1 | 1% | 7% | -6% | 8% | 2% | -4% | 16%[0.074 µM]
O=C(Nc1cc(S(=O)(=O)N2CCOCC2)ccc1N1CCOCC1)C1CCCO1 (stereo not drawn) | -8% | 10% | -1% | -5% | 5% | 3% | -7%
CN(C)c1ccc(C(=S)N2CCCCCC2)cc1 | -18% | 4% | 30%[38.3 µM] | -1% | -26% | ? | -5%
CC(C)C(=O)NCCn1ccc2ccccc21 | -3% | -7% | -3%[38.3 µM] | -14% | -2% | -9% | -16%
CC(c1nnc(SCC(=O)N2CCc3ccccc32)n1-c1ccc(Cl)cc1)N(C)C (stereo not drawn) | -2% | 7% | 0%[38.3 µM] | -4% | 9% | ? | 33%
CSc1ccccc1C(=O)N1CCOCC1 | 3% | 8% | 0% | -6% | 3% | 0% | -28%[0.074 µM]
CCOC(=O)CCc1c(C(=O)OCC)[nH]c(CC)c1C(=O)OCc1ccccc1 | -3% | 4% | nt | -1% | 6%[9.22 µM] | nt | 7%[10 µM]
Cn1c(=O)cc(SCC(=O)NCC2COc3ccccc3O2)c2ccccc21 (stereo not drawn) | 2% | nt | nt | -3% | 6% | -10% | -7%
Cc1ccc(Nc2ccccc2)cc1 | -4% | -17% | -1% | -1% | 10% | 5% | 8%[10 µM]
CC1(C)CC(C)(O)P(=O)(c2ccccc2)O1 (stereo not drawn) | 2% | 1% | 10%[38.3 µM] | -8% | -4% | -2% | 21%
C/C(=N\O)C1CC(CC(=O)O)C1(C)C (stereo not drawn) | -2% | -1% | nt | 4% | -9%[9.22 µM] | nt | 3%[10 µM]
CSC(=O)NC12CC3CC(CC(C)(C3)C1)C2 | -2% | 2% | 4%[38.3 µM] | 3% | 8% | -14% | 6%
CCOC(=O)N1CCN(S(=O)(=O)c2ccc(C)c(C)c2C)CC1 | -9% | -2% | 8%[38.3 µM] | 2% | -7% | 0% | -2%[0.074 µM]
O=C(CSc1ccc2nnc(-c3cccc(F)c3)n2n1)NCc1ccco1 | -6% | -8% | -1%[38.3 µM] | 3% | 9% | 2% | 7%

5 entries already listed, ordered by heavy-atom count, high to low.
SMILES | GAA glycogen mod | RGS12 GoLoco inh | IMPase Li inh | GAA spleen mod | HTT aggregate | GAA inhib | HTT ATP protect
O=C(Oc1ccc2[nH]cc(CCN3C(=O)c4ccccc4C3=O)c2c1)c1ccco1 | -12% | 3% | 3%[38.3 µM] | -6% | 6% | -7% | -21%
O=C(Nc1cc(S(=O)(=O)N2CCOCC2)ccc1N1CCOCC1)C1CCCO1 (stereo not drawn) | -8% | 10% | -1% | -5% | 5% | 3% | -7%
Cn1c(NC(=O)c2cccc(Cn3cc(Cl)cn3)c2)nc2ccccc21 | -2% | -14% | 7%[38.3 µM] | 0% | -29% | 0% | -54%[0.074 µM]
CC(C)C(=O)NCCn1ccc2ccccc21 | -3% | -7% | -3%[38.3 µM] | -14% | -2% | -9% | -16%
Cc1cnnc2c1-c1nonc1CC2 | 12% | 0% | 6% | 8% | -21% | -4% | 12%[10 µM]

(more compounds)
SMILES | GAA glycogen mod | RGS12 GoLoco inh | IMPase Li inh | GAA spleen mod | HTT aggregate | GAA inhib | HTT ATP protect
CC=C(/C(=C/C)c1ccc(O)cc1)c1ccc(O)cc1 | nt | 5%[21.6 µM] | 14% | 6%[29.1 µM] | 3%[20.6 µM] | nt | -47%[inhibitor][17.1 µM]
CCCCCN(C(=O)CN1CCC(Cc2ccccc2)CC1)c1c(N)n(CCCC)c(=O)[nH]c1=O | 5% | 4% | -8% | 3% | -25% | -11% | -82%[inhibitor]
CCOC(=O)CSc1nnc(Cc2ccccc2)n1-c1ccc(C)cc1 | 0% | -4% | 11% | -3% | 13% | 0% | -11%[1.9 µM]
COc1ccc(Cl)cc1NC(=O)[C@@H]1CCCN1C(=O)c1cccs1 | 11% | 5% | 6% | -3% | 4% | -2% | 2%[10 µM]
Cn1c(CN2CCOCC2)nnc1SCC(=O)Nc1ccc2c(c1)OCCO2 | -10% | 11% | 23%[38.3 µM] | -6% | 6% | -1% | 7%
CC(C)Nc1ncnc2ccc(Br)cc12 | -4% | 3% | -10% | 1% | 6.3µM* | -7% | nt
CC(=O)c1ccc(-n2c(CCC(=O)O)ccc2-c2cccs2)cc1 | -12%[76.3 µM] | 10% | 9%[38.3 µM] | -7% | -5% | 4% | -45%[inhibitor]
COc1cc2c3nnc(-c4ccc(F)cc4)c-3cn(Cc3ccccc3)c2cc1OC | 0% | 21% | 27%[38.3 µM] | -1% | -17% | -14% | 4%[10 µM]
O=C(NCc1nc2ccccc2[nH]1)C1=C[C@@H](C2CC2)C[C@@H](OCc2ccc(CO)cc2)O1 | -6% | 2% | 10% | -4% | 4%[9.22 µM] | nt | 12%[10 µM]
O=S(=O)(c1ccc(Cl)c(C(F)(F)F)c1)N1CCN(c2ccccn2)CC1 | 8% | 5% | 3% | 7% | 6% | -2% | -22%

Reprinted at random: four compounds from above.
SMILES | GAA glycogen mod | RGS12 GoLoco inh | IMPase Li inh | GAA spleen mod | HTT aggregate | GAA inhib | HTT ATP protect
COc1ccc(Cl)cc1NC(=O)[C@@H]1CCCN1C(=O)c1cccs1 | 11% | 5% | 6% | -3% | 4% | -2% | 2%[10 µM]
CCCCCN(C(=O)CN1CCC(Cc2ccccc2)CC1)c1c(N)n(CCCC)c(=O)[nH]c1=O | 5% | 4% | -8% | 3% | -25% | -11% | -82%[inhibitor]
COc1cc2c3nnc(-c4ccc(F)cc4)c-3cn(Cc3ccccc3)c2cc1OC | 0% | 21% | 27%[38.3 µM] | -1% | -17% | -14% | 4%[10 µM]
CC(C)Nc1ncnc2ccc(Br)cc12 | -4% | 3% | -10% | 1% | 6.3µM* | -7% | nt

Other results:
SMILES | GAA glycogen mod | RGS12 GoLoco inh | IMPase Li inh | GAA spleen mod | HTT aggregate | GAA inhib | HTT ATP protect
C=Cc1c(C)c2cc3[nH]c(cc4nc(cc5nc(cc1[nH]2)C(C)=C5CCC(=O)O)C(CCC(=O)O)=C4C)c(C)c3C=C | nt | 13µM*! | 2%&-4% | 1%&-4% | -1% | nt | 38%
O=[N+]([O-])c1cccnc1Sc1n[nH]c(-c2ccc(Cl)cc2)n1 | 10% | 4% | nt | 0% | -2%[9.22 µM] | -9%[15.4 µM] | -5%[10 µM]
O=C(O)CC(NC(=O)C1c2ccccc2Oc2ccccc21)c1ccc(Cl)cc1 (stereo not drawn) | 2% | 4% | -1% | -3% | 11% | -1% | 6%[10 µM]
COc1ccc(CNC(=O)c2ccc(SC)cc2OC)cc1 | -4% | 5% | 9% | -2% | -15% | 3% | 5%[10 µM]
O=C(NNc1nc2cc3c(cc2s1)OCCO3)c1ccccc1 | ? | -5% | 8% | -1% | -8%[9.22 µM] | -1% | -36%
CC1=C(/C=C\C(=O)O)C(C)(C)CCC1 | nt | -7%[14.2 µM] | 0% | nt | nt | nt | -10%[10 µM]
CC1CCC(NC(=O)C2CC(=O)N(c3ccc4c(c3)OCCO4)C2)CC1 (stereo not drawn) | 1% | 0% | -3% | -2% | 18% | -4% | -3%
c1ccc2c(c1)CCCN2c1nc2ccccc2n2cnnc12 | 4% | -2% | -6%[38.3 µM] | -2% | 1% | -5%[15.4 µM] | -6%
COCC(=O)Nc1cc([N+](=O)[O-])ccc1C | -3% | 2% | 7%[38.3 µM] | -2% | -9% | -1% | 11%
CC(OC(=O)c1ccccc1N1C(=O)C2C3CCC(C3)C2C1=O)C(=O)c1ccccc1 (stereo not drawn) | 2% | 3% | 9% | -1% | 16% | 6% | 24%[10 µM]
CS(=O)(=O)N1CCC(C(=O)NCc2ccc(F)cc2)CC1 | 5% | -7% | -1% | 6% | -17% | 3% | 11%

Only part of the results is shown; count on the stated rates, not on these rows.
